NCI-60 one-dose screen, 48 h, at 10 µM unless noted. Numbers give growth in % (100 = growth as untreated, 0 = no growth, -100 = all killed).
OVCAR-4: OVCAR-4 ovarian cancer cells; 3.7% of 80,000 active
NCI-H522: NCI-H522 lung cancer. 8% of 78,000 active
SK-OV-3: SK-OV-3 ovarian cancer cells. 3.2% of 80,000 active
NCI-H23: NCI-H23 lung cancer; 4% of 80,000 active; AID 1794731
OVCAR-8: OVCAR-8 ovarian cancer; 4.4% of 81,000 active; AID 1794782
NCI/ADR-RES: NCI/ADR-RES ovarian cells. 4.4% of 81,000 active. AID 1794790
IGROV1: IGROV1 ovarian cancer; 4.7% of 79,000 active; AID 1794786
OVCAR-5: OVCAR-5 ovarian cancer; 2.9% of 82,000 active
OVCAR-3: OVCAR-3 ovarian cancer | 7% of 79,000 active
An asterisk follows results filed as active; . = no result given; & = joins results of further samples; [ ] = another dose, or the depositor's remark. The calls were made as follows: active = growth percent below 10; inactive = the rest.

SMILES | OVCAR-4 | NCI-H522 | SK-OV-3 | NCI-H23 | OVCAR-8 | NCI/ADR-RES | IGROV1 | OVCAR-5 | OVCAR-3
C/C(=C(/c1ccc(O)cc1)c1ccc(OCCN2CCCC2)cc1)c1ccccc1 | 54 | 50 | 80 | 68 | 83 | 63 | 76 | 81 | 74
CCN(CC)CC1CO1 (centres undefined) | 111 | 93 | 103 | 107 | 98 | 109 | 105 | 100 | 115
CNC(=O)c1cc(Oc2ccc3nc(NC(=O)c4ccc(CN5CCCN(C)CC5)c(C(F)(F)F)c4)sc3c2)ccn1 | 52 | -57* | 80 | 23 | 32 | 61 | 61 | 54 | .
COc1ccc(OC)c(Nc2n[nH]c(Cc3ccccc3)n2)c1 | 113 | 67 | 106 | 94 | 97 | 105 | 106 | 117 | 115
CCCCCCCCCCC(O)CN1CCN(c2ccccc2)CC1 (centres undefined) | 102 | 104 | 111 | 100 | 108 | 100 | 108 | 114 | 111
COc1cccc(/C=N\NC(=O)C2CC2)c1 | . | 85 | 106 | 111 | 105 | 114 | 99 | 118 | 112
Oc1ccc2ccccc2c1I | 70 | 86 | . | 78 | 98 | 95 | 89 | 74 | 85
CC(=O)[C@H]1CC[C@H]2[C@@H]3C[C@H](F)C4=CC(=O)CC[C@]4(C)[C@@]3(F)[C@@H](O)C[C@]12C | 91 | 107 | 70 | 100 | 90 | 87 | 111 | 89 | 102
CC1=C(C(=O)Nc2ccc(F)cc2)C(c2ccccc2)C2=C(CC(C)(C)CC2=O)N1 (centres undefined) | 59 | 53 | 97 | 72 | 73 | 80 | 84 | 91 | 70
COC(=O)c1ccc(CN2C(=O)NC3(C2=O)c2ccccc2-c2ccccc23)cc1 | 79 | 56 | 104 | 81 | 87 | 81 | 90 | 88 | 98
O=C(CN1CCN(c2cc3c(cc2F)c(=O)c(C(=O)O)cn3C2CC2)CC1)Nc1cc(=O)[nH]c(=O)[nH]1 | 113 | 93 | 110 | 96 | 101 | 102 | 96 | 96 | 113
O=C1c2cccnc2C(=O)c2c1c(C(=O)N1CCOCC1)c1ccccn21 | 96 | 88 | 94 | 76 | 103 | 91 | 96 | 106 | 100
CNC(=O)c1nnn(-c2ccccc2)c1N | 117 | 96 | 111 | 98 | 106 | 100 | 106 | 104 | 113
CCCCC[C@@H]1Cc2cc(O)c(C(=O)O)c3c2[C@H](C[C@]2(OC[C@@H](CC(=O)[C@@](C)(CC)C(=O)OC)[C@@H]2C)O3)O1 | 104 | 117 | 104 | 112 | 99 | 113 | 103 | 111 | 111
NS(=O)(=O)Oc1ccc(-c2cn3ccoc3n2)cc1 | 100 | 100 | 114 | 101 | 104 | 104 | 105 | 106 | .
Brc1ccc(-c2cn3c(ccc4ccccc43)n2)cc1 | 78 | 83 | 101 | 80 | 92 | 91 | 75 | 89 | 97
COc1nc2ccccc2n2c1nc1ccccc12 | 97 | 84 | 95 | 96 | 96 | 100 | 97 | 93 | 110
Nc1ccc(/C=C/c2ccc([N+](=O)[O-])cc2S(=O)(=O)O)c(S(=O)(=O)O)c1 | 112 | 108 | 120 | 116 | 105 | 117 | . | 99 | 122
CC(C)=NNC(N)=O | 109 | 81 | 117 | 97 | 106 | 101 | 108 | 101 | 107
O=C(/C=C/c1cn(-c2ccccc2)nc1-c1ccc(Cl)cc1)c1cc2ccccc2oc1=O | 57 | 71 | 93 | 78 | 53 | 72 | 35 | 98 | 83
CCOC(=O)[C@@]12N(Cc3ccccc3)C3[C@@H]4[C@]15N(CC21CCC[C@@H]31)C(=O)C(=O)N5c1ccccc1[C@@]4(C)O (some centres undefined) | 111 | 91 | 93 | 98 | 95 | 95 | 88 | 103 | 112
N#Cc1ccccc1-c1ccccc1C(=O)O | 95 | 92 | 106 | 99 | 96 | 104 | 101 | 89 | 115
O=C(O)/C=C\C(=O)Nc1ccccc1Cl | 95 | 85 | 115 | 93 | 96 | 92 | 83 | 80 | 96
OC1COCOC1C(O)C1OCOCC1O (centres undefined) | 112 | 84 | 105 | 103 | 107 | 99 | 96 | 106 | 116
CCCCOc1nc2ccc(OC)cc2cc1/C=C/C(=O)/C=C(/C=C/c1cc2cc(OC)ccc2nc1OCCCC)OB(F)F | 112 | 91 | 92 | 101 | 103 | 113 | 116 | 113 | 116
CCCCN1CCCCC1 | 113 | 89 | 96 | 106 | 104 | 106 | 107 | 119 | 112
Cc1ccc(N=Nc2c(C)nn(-c3nc(-c4cc5ccccc5oc4=O)cs3)c2C)cc1 | 92 | 92 | 99 | 99 | 101 | 105 | 98 | 102 | 110
CCCCSc1nc(N/N=C/c2cc(Cl)ccc2O)c(C#N)c(-c2ccc(OC)cc2)n1 | 45 | 88 | 99 | 93 | 81 | 89 | 100 | 102 | 140
COc1ccc(-c2cc(-c3cc(C(=O)c4ccc(Br)cc4)n4ccc(C)cc34)nc(N)c2C#N)cc1 | 86 | 90 | 105 | 63 | 66 | 83 | 90 | 92 | 108
COc1ccc(-c2n/c(=C\c3c(O)[nH]c4cc(Cl)ccc34)cc3c2=Nc2ccccc2-3)cc1 | 99 | 94 | 111 | 92 | 94 | 92 | 98 | 116 | 89

Given in markdown: part of the list above.
| structure | OVCAR-4 | NCI-H522 | SK-OV-3 | NCI-H23 | OVCAR-8 | NCI/ADR-RES | IGROV1 | OVCAR-5 | OVCAR-3 |
| --- | --- | --- | --- | --- | --- | --- | --- | --- | --- |
| Brc1ccc(-c2cn3c(ccc4ccccc43)n2)cc1 | 78 | 83 | 101 | 80 | 92 | 91 | 75 | 89 | 97 |
| COc1nc2ccccc2n2c1nc1ccccc12 | 97 | 84 | 95 | 96 | 96 | 100 | 97 | 93 | 110 |
| Nc1ccc(/C=C/c2ccc([N+](=O)[O-])cc2S(=O)(=O)O)c(S(=O)(=O)O)c1 | 112 | 108 | 120 | 116 | 105 | 117 | . | 99 | 122 |
| CC(C)=NNC(N)=O | 109 | 81 | 117 | 97 | 106 | 101 | 108 | 101 | 107 |
| O=C(/C=C/c1cn(-c2ccccc2)nc1-c1ccc(Cl)cc1)c1cc2ccccc2oc1=O | 57 | 71 | 93 | 78 | 53 | 72 | 35 | 98 | 83 |
| CCOC(=O)[C@@]12N(Cc3ccccc3)C3[C@@H]4[C@]15N(CC21CCC[C@@H]31)C(=O)C(=O)N5c1ccccc1[C@@]4(C)O (some centres undefined) | 111 | 91 | 93 | 98 | 95 | 95 | 88 | 103 | 112 |
| N#Cc1ccccc1-c1ccccc1C(=O)O | 95 | 92 | 106 | 99 | 96 | 104 | 101 | 89 | 115 |
| O=C(O)/C=C\C(=O)Nc1ccccc1Cl | 95 | 85 | 115 | 93 | 96 | 92 | 83 | 80 | 96 |
| OC1COCOC1C(O)C1OCOCC1O (centres undefined) | 112 | 84 | 105 | 103 | 107 | 99 | 96 | 106 | 116 |
| CCCCOc1nc2ccc(OC)cc2cc1/C=C/C(=O)/C=C(/C=C/c1cc2cc(OC)ccc2nc1OCCCC)OB(F)F | 112 | 91 | 92 | 101 | 103 | 113 | 116 | 113 | 116 |

Carrying on:
SMILES | OVCAR-4 | NCI-H522 | SK-OV-3 | NCI-H23 | OVCAR-8 | NCI/ADR-RES | IGROV1 | OVCAR-5 | OVCAR-3
CCC1C(C(=O)c2cc(Cl)ccc2O)=CNc2cc(C)nn21 (centres undefined) | 99 | 71 | 79 | 89 | 102 | 90 | 103 | 118 | 100
Cc1nc(C(F)(F)C(F)(F)F)c(F)c(=O)[nH]1 | 98 | 90 | 93 | 95 | 92 | 105 | 104 | 102 | 104
c1cc2n(c1)CCc1cnc(NC3CCCCC3)nc1-2 | 76 | 99 | 111 | 109 | 104 | 105 | 106 | 93 | 112
Cc1cccc2ccccc12 | 108 | 97 | 103 | 104 | 100 | 100 | 112 | 104 | 110
N/C(=N\C(N)=N\c1nc2ccccc2s1)c1ccc(Cl)nc1 | 105 | 102 | 114 | 104 | 109 | 103 | 108 | 104 | 118
CCC(=O)Nc1ccc(Br)cc1 | 110 | 91 | 107 | 109 | 101 | 105 | 105 | 111 | 106
CCC1CCC(C)NC1 (centres undefined) | 107 | 99 | 111 | 91 | 102 | 101 | 110 | 107 | 104
C#CCOc1ccc(C(Nc2ccc(F)c(Br)c2)c2nnnn2C2CCCCC2)cc1OC (centres undefined) | 72 | 66 | 78 | 81 | . | 72 | 64 | 83 | 76
C=CCn1c(SCC(=O)Nc2ccc(C(=O)/C=C/c3ccc(OC)c(OC)c3)cc2)nnc1-c1c[nH]c2ccccc12 | 103 | 95 | 116 | 102 | 100 | 106 | 97 | 107 | 116
CC(C)(CC(=O)O)c1ccccc1 | 129&103 | 101&102 | 105&110 | 98&98 | 108&107 | 104&97 | 108&100 | 105&92 | 111&103
COc1ccc(/C=N\Nc2nc(SCCC(C)C)nc(-c3ccc(OC)cc3)c2C#N)cc1 | -57* | 60 | 57 | 72 | 39 | 75 | 34 | 63 | 13
Cc1cc2nc3c4cc(N)ccc4n(CCN(C)C)c3nc2cc1C | 15 | 13 | 18 | 6.6* | 14 | 2.9* | 3.6* | 19 | 22
O=C1/C(=C/c2ccc(F)cc2)CNc2ccccc21 | 99 | 74 | 88 | 99 | 96 | 101 | 97 | 91 | 93
O=C1N/C(=N\c2nnc(-c3ccc(O)cc3)s2)S/C1=C\c1ccccc1O | 88 | 94 | 112 | 95 | 97 | 98 | 99 | 94 | 93
O=C(NC(Cc1ccc(O)cc1)C(=O)Oc1ccc([N+](=O)[O-])cc1)OCc1ccccc1 (centres undefined) | 119 | 111 | 109 | 99 | 110 | 103 | 106 | 103 | 106
COc1ccc(/C=N/Nc2ncnc3c2c(C)nn3-c2ccc([N+](=O)[O-])cc2)cc1 | 96 | 93 | 91 | 96 | 101 | 103 | 90 | 104 | 100
Cc1nc2c(c3nnc(-c4ccc(F)cc4)n13)CC(C)c1ccccc1N2C (centres undefined) | 96 | 83 | 87 | 90 | 97 | 89 | . | 108 | 105
CC(=O)OC(OC(C)=O)c1ccc([N+](=O)[O-])cc1Cl | 101 | . | 101 | 103 | 101 | 102 | 98 | 105 | 106
O=[N+]([O-])c1cccc(/C=C/c2ccc3ccccc3n2)c1 | 39 | 47 | 71 | 86 | 57 | 71 | 80 | 130 | 89
O=C1CCCN1c1nc(-c2ccc(Cl)cc2)cs1 | 96 | 95 | 107 | 97 | 110 | 100 | 99 | 96 | 104
Nc1[nH]n2cc(-c3ccc(F)cc3)nc2c1N=Nc1ccc(S(N)(=O)=O)cc1 | 81 | 55 | 74 | 81 | 79 | 105 | 62 | 91 | 79
Brc1ccc2ncccc2c1 | 122 | . | 107 | 97 | 99 | 102 | 96 | 97 | 106
CCCCCCSC#N | 109 | 108 | 121 | 104 | 102 | 106 | 106 | 106 | 114
O=c1[nH]c(=O)n(C2CC(O)C(CO)O2)cc1C(F)(F)F (centres undefined) | 78 | -12* | 74 | -5.0* | 48 | -57* | . | 55 | 70
O=C1CC(c2ccc3c(c2)OCO3)c2c(n[nH]c2-c2ccc(Cl)cc2)N1 (centres undefined) | 87 | 54 | 87 | 81 | 88 | 96 | 103 | 82 | 97
CC(C)C[C@H]1[C@H](O)[C@H](O)[C@H](CC(C)C)N(Cc2ccccc2)S(=O)(=O)N1Cc1ccccc1 | 81[2 µM] | 68[2 µM] | 86[2 µM] | 74[2 µM] | 87[2 µM] | 75[2 µM] | 81[2 µM] | 96[2 µM] | 95[2 µM]
CS(=O)(=O)c1ccc(-c2[nH]c3ccccc3c2/C=N/NC(N)=O)cc1 | 107 | 97 | 92 | 95 | 98 | 96 | 108 | 99 | 101
CCCCc1nc(/C=C/C(=O)c2ccc(S(N)(=O)=O)cc2)c(Cl)[nH]1 | 113 | 87 | 93 | 109 | 100 | 114 | 110 | 110 | 101
CCC1(c2ccccc2)C(=O)Nc2ccccc21 (centres undefined) | 109 | 90 | 102 | 115 | 93 | 104 | 114 | 91 | 117
CCCCCCCCCCCCI | 105 | 105 | 108 | 96 | 107 | 104 | 111 | 104 | 105
NCCCNc1nc2ccc(F)cc2c2c(=O)c3cc(F)ccc3sc12 | 60 | 92 | 79 | 81 | 84 | 80 | 53 | 88 | 68
O=C1NCCC12CCN(c1c(Cl)cncc1-c1ccc(-c3cnn(CCO)c3)cc1)CC2 | 110 | 84 | 97 | 102 | 93 | 97 | 81 | 112 | 111
COc1nnc(-c2ccccc2)c(-c2ccccc2)n1 | 102 | 84 | 94 | 106 | 93 | 97 | 109 | . | 111
CN1C(=O)CSC1=S | 118 | 105 | 117 | 98 | 108 | 99 | 99 | 116 | 115
COc1ccccc1NC(=O)C1=C(C)NC(C)=C(C(=O)Nc2ccccc2OC)C1c1cccc([N+](=O)[O-])c1 | 70 | 72 | 74 | 77 | 74 | 66 | 70 | 82 | 83
Cc1ccc(Nc2nc(N)nc(CSCC(=O)N/N=C/c3ccccc3F)n2)cc1 | 85 | 91 | 101 | 107 | 96 | 101 | 87 | 108 | 99
CCCCOC(=O)c1cccc(NC(=O)CN2CCOCC2)c1 | 109 | 63 | 91 | 96 | 97 | 98 | 102 | 105 | 99
O=C(CSc1nc2ccccc2c(=O)n1-c1ccccc1)c1cc2ccccc2oc1=O | 116 | 78 | 82 | 101 | 101 | 98 | 100 | 104 | 105
N#Cc1nc(-c2ccccc2)oc1S(=O)(=O)N1CCOCC1 | 84 | -55* | 103 | 90 | 60 | 99 | 89 | 103 | 15
N#Cc1c(-c2cccs2)cc(-c2cnccn2)nc1SCc1ccccc1 | 77 | . | 101 | 87 | 103 | 106 | 88 | 86 | 125
CCCC=Nc1ccccc1 | 97 | . | 91 | 102 | . | 102 | 112 | 105 | 114
O=C(NO)OCc1ccccc1 | 108 | 81 | 91 | 108 | 94 | 104 | 102 | 91 | 117

Source: PubChem
